Screens as filed in PubChem.
bIAP inhibitor: intestinal alkaline phosphatase (bovine) inhibition; purified bovine IAP, CDP-star luminescence, 30 min; inhibition, % at 20 µM; 190,000 tested, under 10 active; AID 1019;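 active = over 50% inhibition of intestinal alkaline phosphatase at 20 µM in the single-dose screen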
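Incubation: 30 min reaction at room temperature / Material: purified bovine intestinal alkaline phosphatase (IAP) enzyme / Input: enzyme at 1/65,000,000 dilution / Dosing: 20 µM single dose / Signal: CDP-star luminescence signal / Reagent: CDP-star chemiluminescent phosphatase substrate, 30 µM final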
TNAP act hi DEA: increases human TNAP activity under high phosphate acceptor concentration. P05186. activation factor at 20 µM. 200,000 tested, under 10 active. AID 1136. purified TNAP, CDP-star luminescence, 1 M DEA, 30 min; hits give high values; 0 = EDTA background, 1 = DMSO-only activity;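 active = activation factor at least 2 at 20 µM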
Target sequence (P05186 whole entry, looked up): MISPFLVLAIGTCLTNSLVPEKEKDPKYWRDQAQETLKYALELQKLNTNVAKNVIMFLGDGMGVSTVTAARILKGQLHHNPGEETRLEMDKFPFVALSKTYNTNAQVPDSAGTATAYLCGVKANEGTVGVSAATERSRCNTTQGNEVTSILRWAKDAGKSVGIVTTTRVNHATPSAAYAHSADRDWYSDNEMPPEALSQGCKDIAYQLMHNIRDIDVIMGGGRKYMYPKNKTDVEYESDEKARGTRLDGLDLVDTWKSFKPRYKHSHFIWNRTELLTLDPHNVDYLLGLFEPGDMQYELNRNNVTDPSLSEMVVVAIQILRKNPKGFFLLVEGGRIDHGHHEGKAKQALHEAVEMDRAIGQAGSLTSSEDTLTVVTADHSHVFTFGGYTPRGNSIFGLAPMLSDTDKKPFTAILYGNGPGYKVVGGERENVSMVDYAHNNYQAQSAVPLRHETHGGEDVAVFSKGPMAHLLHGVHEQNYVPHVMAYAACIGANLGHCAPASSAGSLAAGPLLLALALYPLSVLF
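Dosing: 20 µM single point. System: human TNAP. Amount: TNAP 1/800 final. Incubation: 30 min, room temperature. Read-out: TNAP activation factor scaled between EDTA and DMSO control wells. Signal: luminescence from CDP-star hydrolysis. Medium: 1 M DEA, pH 9.8, Mg2+, Zn2+. Control set: EDTA negative control, DMSO positive control.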
PPARg SRC-3 ag: agonists of human PPARgamma SRC-3 coactivator recruitment | 200,000 compounds, 0.26% hits | biochemical PPARgamma/SRC-3 coactivator recruitment assay | P37231 | activation, % at 8 µM; in the data active = activation above about 23%;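 note: 0% = DMSO and 100% = reference agonist; some compounds past the cut are filed as inactive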
Target sequence (P37231 whole entry, looked up): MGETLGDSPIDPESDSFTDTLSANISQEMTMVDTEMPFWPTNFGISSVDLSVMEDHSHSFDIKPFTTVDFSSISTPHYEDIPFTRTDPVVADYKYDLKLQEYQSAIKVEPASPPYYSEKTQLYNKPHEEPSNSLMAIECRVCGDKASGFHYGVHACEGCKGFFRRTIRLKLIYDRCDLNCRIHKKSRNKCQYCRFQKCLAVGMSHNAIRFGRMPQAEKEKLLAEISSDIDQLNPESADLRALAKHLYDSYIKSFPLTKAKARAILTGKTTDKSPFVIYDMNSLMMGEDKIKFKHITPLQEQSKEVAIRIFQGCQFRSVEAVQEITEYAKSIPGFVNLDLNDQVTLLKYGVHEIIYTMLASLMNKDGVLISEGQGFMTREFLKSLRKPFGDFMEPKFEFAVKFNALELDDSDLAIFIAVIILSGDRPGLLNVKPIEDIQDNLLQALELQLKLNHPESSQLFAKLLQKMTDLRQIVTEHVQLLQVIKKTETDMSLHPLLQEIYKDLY
Efa HMGR inh: blocks class II HMG-CoA reductase of Enterococcus faecalis; inhibition, % at 10 µM; AID 1066; 190,000 compounds, 0.41% hits; purified E. faecalis HMGR, NADPH absorbance 340 nm kinetic;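 active = inhibition above a set limit, the median over all tested compounds plus 3 SD, cut at about 9.5% in these data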;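 note: enzyme runs in reverse so mevalonate oxidation gives rising NADPH absorbance; 0% = complete reaction with DMSO and 100% = background rate lacking mevalonate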
bIAP activator: increases bovine intestinal alkaline phosphatase activity | purified bovine IAP, CDP-star luminescence, 30 min; hits give high values; fold of DMSO-control signal, blank-subtracted | activation factor at 20 µM | 200,000 compounds, 0.17% hits;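 active = activation factor of 2 or more at 20 µM, a signal rise over negative controls twice the positive control's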
TNAP inh hi DEA: inhibitors of human TNAP at high phosphate acceptor concentration; inhibition, % at 20 µM; 200,000 compounds, 0.03% hits; purified TNAP, CDP-star luminescence, 1 M DEA; P05186;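 active = over 50% inhibition of tissue-nonspecific alkaline phosphatase at 20 µM in the single-dose screen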;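 note: plate controls were DMSO wells for no effect and EDTA-quenched wells as full inhibition for full effect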
SRC2 TRFRET art: flags TR-FRET format artefacts in PPARgamma SRC-2 recruitment agonist screen; 200,000 compounds, 0.4% hits; TR-FRET ratio at 8 µM; AID 1049; TR-FRET artefact counter-screen; hits give high values; in the data active = TR-FRET ratio above about 2000; note: inactives centre near 1500
PPARg SRC2 recr: promotes SRC-2 coactivator recruitment by human PPARgamma. P37231. activation, % at 8 µM. 200,000 compounds, 0.34% hits. PPARgamma LBD-SRC-2 recruitment, biochemical. AID 1032; in the data active = activation above about 22%;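 note: 0% = vehicle and 100% = reference agonist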
PPARg SRC-1 ag: agonists of human PPARgamma SRC-1 coactivator recruitment. 200,000 compounds, 0.41% hits. activation, % at 8 µM. P37231. PPARgamma-SRC-1 coactivator recruitment biochemical assay; in the data active = activation above about 19%;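 note: 0% = DMSO and 100% = reference agonist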
TNAP inh noacc: blocks human TNAP activity with no phosphate acceptor present | P05186 | purified TNAP, CDP-star luminescence, 30 min | inhibition, % at 20 µM | 200,000 compounds, 0.26% hits;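 active = tissue-nonspecific alkaline phosphatase inhibition above about 50% at 20 µM in the single-dose screen, limit read from the data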;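 note: 0% = DMSO negative control and 100% = EDTA positive control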
* = called active by the depositor.

The first 2 compounds (preview)
For CCC1(CC)Cc2ccccc2-c2nc(CN3CCOCC3)[nH]c(=O)c21 the results were bIAP inhibitor -5, TNAP act hi DEA 1, PPARg SRC-3 ag -2, Efa HMGR inh -1, bIAP activator 1, TNAP inh hi DEA -2, SRC2 TRFRET art 1557, PPARg SRC2 recr 5, PPARg SRC-1 ag -2 and TNAP inh noacc -1.
CC(C)Nc1nc(N(c2ccccc2)c2ccccc2)nc(-n2ccnc2)n1 was read as bIAP inhibitor 10, TNAP act hi DEA 1, PPARg SRC-3 ag -7, Efa HMGR inh -4, bIAP activator 0.9, TNAP inh hi DEA -1, SRC2 TRFRET art 1622, PPARg SRC2 recr 6, PPARg SRC-1 ag 2 and TNAP inh noacc -6.

Main list, repeating the preview:
For CCC1(CC)Cc2ccccc2-c2nc(CN3CCOCC3)[nH]c(=O)c21 the results were bIAP inhibitor -5, TNAP act hi DEA 1, PPARg SRC-3 ag -2, Efa HMGR inh -1, bIAP activator 1, TNAP inh hi DEA -2, SRC2 TRFRET art 1557, PPARg SRC2 recr 5, PPARg SRC-1 ag -2 and TNAP inh noacc -1.
CC(C)Nc1nc(N(c2ccccc2)c2ccccc2)nc(-n2ccnc2)n1 was read as bIAP inhibitor 10, TNAP act hi DEA 1, PPARg SRC-3 ag -7, Efa HMGR inh -4, bIAP activator 0.9, TNAP inh hi DEA -1, SRC2 TRFRET art 1622, PPARg SRC2 recr 6, PPARg SRC-1 ag 2 and TNAP inh noacc -6.
Screening O=C(C1CCN(S(=O)(=O)c2cccc3cccnc23)CC1)N1CCCC1 returned bIAP inhibitor 4, TNAP act hi DEA 1, Efa HMGR inh 1, bIAP activator 1, TNAP inh hi DEA -2 and TNAP inh noacc 13.
O=c1cc(CO)oc(C(Nc2ccccn2)c2ccsc2)c1O (stereo not drawn) was read as bIAP inhibitor -8, TNAP act hi DEA 1, PPARg SRC-3 ag 8, Efa HMGR inh -1, bIAP activator 1.1, TNAP inh hi DEA -1, SRC2 TRFRET art 1653, PPARg SRC2 recr 9, PPARg SRC-1 ag 8 and TNAP inh noacc -8.
Clc1ccc(OCCCCSc2ncccn2)cc1 was read as bIAP inhibitor 19, TNAP act hi DEA 1, PPARg SRC-3 ag -3, Efa HMGR inh -1, bIAP activator 0.8, TNAP inh hi DEA 0, SRC2 TRFRET art 1650, PPARg SRC2 recr 4, PPARg SRC-1 ag 1 and TNAP inh noacc 2.
COc1ccc(OCC(=O)N/N=C(\CCC(=O)O)c2cccs2)cc1 was read as bIAP inhibitor -2, TNAP act hi DEA 1, PPARg SRC-3 ag 3, Efa HMGR inh -1, bIAP activator 1, TNAP inh hi DEA -4, SRC2 TRFRET art 1718, PPARg SRC2 recr 1, PPARg SRC-1 ag 3 and TNAP inh noacc -16.
Screening c1ccc(C2=Nc3ccccc3SC2c2nc3ccccc3[nH]2)cc1 (stereo not drawn) returned bIAP inhibitor -16, TNAP act hi DEA 1, PPARg SRC-3 ag 7, Efa HMGR inh -1, bIAP activator 1.2, TNAP inh hi DEA 2, SRC2 TRFRET art 1504, PPARg SRC2 recr 1, PPARg SRC-1 ag 2 and TNAP inh noacc -5.
`COc1ccccc1NC1=C(Cl)C(=O)N(C2CCCCC2)C1=O` gave bIAP inhibitor 31, TNAP act hi DEA 1, PPARg SRC-3 ag 1, Efa HMGR inh -3, bIAP activator 0.7, TNAP inh hi DEA 0, SRC2 TRFRET art 1772, PPARg SRC2 recr 2, PPARg SRC-1 ag 0 and TNAP inh noacc -5.
For Cc1ccc(C(OCC(C)(C)C[N+](C)(C)C)c2ccccc2)cc1 (stereo not drawn) the results were bIAP inhibitor -15, TNAP act hi DEA 1.1, PPARg SRC-3 ag 3, Efa HMGR inh -1, bIAP activator 1.2, TNAP inh hi DEA -8, SRC2 TRFRET art 1444, PPARg SRC2 recr -2, PPARg SRC-1 ag -2 and TNAP inh noacc -11.
For CCCCC(=O)Nc1nnc(-c2ccco2)o1 the results were bIAP inhibitor -18, TNAP act hi DEA 1, PPARg SRC-3 ag -1, Efa HMGR inh 5, bIAP activator 1.2, TNAP inh hi DEA 0, SRC2 TRFRET art 1573, PPARg SRC2 recr 2, PPARg SRC-1 ag 6 and TNAP inh noacc -8.
CCNc1ccc2noc3c2c1C(=O)c1ccccc1-3 was read as bIAP inhibitor 3, TNAP act hi DEA 0.7, PPARg SRC-3 ag 11, Efa HMGR inh 0, bIAP activator 1, TNAP inh hi DEA 32, SRC2 TRFRET art 1616, PPARg SRC2 recr 1, PPARg SRC-1 ag 5 and TNAP inh noacc 26.
For Cc1ccc(Sc2c(C)nn(C(=O)CNS(=O)(=O)c3ccc(F)cc3)c2C)cc1 the results were bIAP inhibitor -2, TNAP act hi DEA 1, PPARg SRC-3 ag -2, Efa HMGR inh 0, bIAP activator 1, TNAP inh hi DEA 0, SRC2 TRFRET art 1547, PPARg SRC2 recr -1, PPARg SRC-1 ag 3 and TNAP inh noacc -22.
Screening O=C(COC(=O)c1ccc2c(c1)S(=O)(=O)c1ccccc1C2=O)NC1CC1 returned bIAP inhibitor -2, TNAP act hi DEA 1.1, PPARg SRC-3 ag 2, Efa HMGR inh 0, bIAP activator 1, TNAP inh hi DEA -6, SRC2 TRFRET art 1485, PPARg SRC2 recr 2, PPARg SRC-1 ag 4 and TNAP inh noacc -9.
`CC1(C)CC2CC(C)(CN2CC(=O)C(C#N)c2ccccc2)C1` (stereo not drawn) gave bIAP inhibitor 11, TNAP act hi DEA 1, PPARg SRC-3 ag -11, Efa HMGR inh -4, bIAP activator 0.9, TNAP inh hi DEA -5, SRC2 TRFRET art 1272, PPARg SRC2 recr 2, PPARg SRC-1 ag 2 and TNAP inh noacc -6.
Screening O=C(CNC(=O)C1CCCCC1)OCc1cc(=O)oc2ccc3ccccc3c12 returned bIAP inhibitor -2, TNAP act hi DEA 1, PPARg SRC-3 ag -4, Efa HMGR inh 4, bIAP activator 1, TNAP inh hi DEA 1, SRC2 TRFRET art 1428, PPARg SRC2 recr 2, PPARg SRC-1 ag 9 and TNAP inh noacc -14.
N/C(Cc1nc(-c2ccc(Br)cc2)cs1)=N\O was read as bIAP inhibitor 1, TNAP act hi DEA 1, PPARg SRC-3 ag 6, Efa HMGR inh -3, bIAP activator 1, TNAP inh hi DEA -1, SRC2 TRFRET art 1451, PPARg SRC2 recr -2, PPARg SRC-1 ag 2 and TNAP inh noacc -19.
CCOc1ccccc1C1CC(c2cccs2)=NN1S(C)(=O)=O (stereo not drawn) was read as bIAP inhibitor -15, TNAP act hi DEA 1, PPARg SRC-3 ag 1, Efa HMGR inh -7, bIAP activator 1.2, TNAP inh hi DEA -4, SRC2 TRFRET art 1614, PPARg SRC2 recr 0, PPARg SRC-1 ag 0 and TNAP inh noacc -36.
For O=c1ccc(NS(=O)(=O)c2ccccc2)cn1Cc1ccc(Cl)c(Cl)c1 the results were bIAP inhibitor 1, TNAP act hi DEA 1, PPARg SRC-3 ag 5, Efa HMGR inh -8, bIAP activator 1, TNAP inh hi DEA 0, SRC2 TRFRET art 1579, PPARg SRC2 recr -2, PPARg SRC-1 ag 2 and TNAP inh noacc -6.
For Cn1cccc1C1(C(F)(F)F)NCCNC1=O (stereo not drawn) the results were bIAP inhibitor 6, TNAP act hi DEA 1, PPARg SRC-3 ag 0, Efa HMGR inh -2, bIAP activator 0.9, TNAP inh hi DEA -1, SRC2 TRFRET art 1646, PPARg SRC2 recr -2, PPARg SRC-1 ag -7 and TNAP inh noacc -14.
`O=C(CCCn1cnc([N+](=O)[O-])n1)Nc1ccc(Cl)cc1Cl` gave bIAP inhibitor -16, TNAP act hi DEA 1, PPARg SRC-3 ag 2, Efa HMGR inh -5, bIAP activator 1.2, TNAP inh hi DEA 3, SRC2 TRFRET art 1573, PPARg SRC2 recr 6, PPARg SRC-1 ag 7 and TNAP inh noacc -14.
Screening Cc1ccc(S(=O)(=O)N(CC(=O)Nc2ccccc2C(=O)O)c2ccccc2)cc1 returned bIAP inhibitor -1, TNAP act hi DEA 1, PPARg SRC-3 ag 2, Efa HMGR inh -9, bIAP activator 1, TNAP inh hi DEA -2, SRC2 TRFRET art 1456, PPARg SRC2 recr -7, PPARg SRC-1 ag 2 and TNAP inh noacc -9.
Screening Cc1ccc(C)c(CSc2nnc(-c3cccnc3)o2)c1 returned bIAP inhibitor 14, TNAP act hi DEA 1.1, PPARg SRC-3 ag -7, Efa HMGR inh 2, bIAP activator 0.9, TNAP inh hi DEA -10, SRC2 TRFRET art 1452, PPARg SRC2 recr 3, PPARg SRC-1 ag 0 and TNAP inh noacc -12.
COc1ccc(CCN2C(=O)CN(Cc3ccccc3)CC2=O)cc1OC was read as bIAP inhibitor 4, TNAP act hi DEA 1, PPARg SRC-3 ag -2, Efa HMGR inh -4, bIAP activator 1, TNAP inh hi DEA -4, SRC2 TRFRET art 1494, PPARg SRC2 recr -9, PPARg SRC-1 ag -3 and TNAP inh noacc -11.
O=[N+]([O-])c1ccc(N2CCCCC2)s1 was read as bIAP inhibitor 39, TNAP act hi DEA 0.6, PPARg SRC-3 ag 2, Efa HMGR inh -3, bIAP activator 0.6, TNAP inh hi DEA 36, SRC2 TRFRET art 1712, PPARg SRC2 recr 8, PPARg SRC-1 ag 6 and TNAP inh noacc 32.
Screening CCOC(=O)c1cnc2c(C(=O)OC)cccc2c1NCc1cccnc1 returned bIAP inhibitor -19, TNAP act hi DEA 1, PPARg SRC-3 ag 0, Efa HMGR inh 2, bIAP activator 1.2, TNAP inh hi DEA -1, SRC2 TRFRET art 1529, PPARg SRC2 recr -1, PPARg SRC-1 ag -7 and TNAP inh noacc -2.
Screening O=C(CCSCCc1ccccn1)Nc1c(F)c(F)c(F)c(F)c1F returned bIAP inhibitor -45, TNAP act hi DEA 1.1, PPARg SRC-3 ag -4, Efa HMGR inh -1, bIAP activator 1.5, TNAP inh hi DEA -5, SRC2 TRFRET art 1598, PPARg SRC2 recr 3, PPARg SRC-1 ag 3 and TNAP inh noacc -11.
Screening O=C(CCC(=O)OCC(=O)c1ccc(Cl)cc1)NC1CCCCC1 returned bIAP inhibitor 0, TNAP act hi DEA 1, PPARg SRC-3 ag -8, Efa HMGR inh -1, bIAP activator 1, TNAP inh hi DEA -2, SRC2 TRFRET art 1566, PPARg SRC2 recr 3, PPARg SRC-1 ag -1 and TNAP inh noacc -5.
For COc1cccc(NC(=O)c2ccc(Cn3cc([N+](=O)[O-])cn3)o2)c1 the results were bIAP inhibitor 23, TNAP act hi DEA 1, PPARg SRC-3 ag 4, Efa HMGR inh -10, bIAP activator 0.8, TNAP inh hi DEA -4, SRC2 TRFRET art 1759, PPARg SRC2 recr 11, PPARg SRC-1 ag 5 and TNAP inh noacc -18.
For Cc1nnc(SCCn2c(N3CCN(C)CC3)nc3c2c(=O)[nH]c(=O)n3C)s1 the results were bIAP inhibitor 2, TNAP act hi DEA 1.1, PPARg SRC-3 ag 4, Efa HMGR inh 0, bIAP activator 1, TNAP inh hi DEA -6, SRC2 TRFRET art 1538, PPARg SRC2 recr 3, PPARg SRC-1 ag 4 and TNAP inh noacc -8.
Cc1ccc(Cl)cc1N1CCN(C(=O)CCS(=O)(=O)c2cccc3nonc23)CC1 was read as bIAP inhibitor 7, TNAP act hi DEA 0.9, PPARg SRC-3 ag 1, Efa HMGR inh -11, bIAP activator 0.9, TNAP inh hi DEA 6, SRC2 TRFRET art 1503, PPARg SRC2 recr 0, PPARg SRC-1 ag -4 and TNAP inh noacc 18.
